Screening results: PubChem, National Center for Advancing Translational Sciences (NCATS)
Glioma ERSR ind: induces the endoplasmic reticulum stress response in human glioma cells; AID 602332; U87-MG GRP78 promoter luciferase reporter, 16 h; actives 0.02% (n = 420,000); Potency, µM, without a hit: at the top dose activation, usual class: activators; also: potency is read from the fitted curve at half-maximal effect; series mostly up to about 76 µM; % of control where 0% means no effect; nearly all actives have a fitted effect of over 35% in size
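Stably transfected U87-MG human glioma cells carrying a GRP78-based luminescent sensor were seeded at 1000 cells/well, pin-dosed with compounds and incubated 16 h. Luciferase reagent was then added, and end-point luminescence was read after 10 min at room temperature.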
LDHA inh: blocks human lactate dehydrogenase A; purified LDHA, NADH/diaphorase-resazurin fluorescence; stronger effect = lower value; activity change, % (values are at about 110 or 230 µM); actives 0.15% (n = 480,000); AID 1347041; in the data active = activity change below about -30%; inconclusive = mostly about -25% to -30%;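 also: plate controls were DMSO wells for no effect and wells without enzyme for full effect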
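Enzyme activity of human lactate dehydrogenase 5 (2 nM; 0.06 mM NADH, 0.2 mM pyruvate, 5 min, RT) is measured via a resazurin/diaphorase fluorescence readout of residual NADH.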
APE1 inh: inhibitors of human APE1 endonuclease; recombinant APE1, TAMRA/BHQ-2 abasic DNA cleavage fluorescence; actives 0.35% (n = 350,000); Potency, µM (series often up to 65.8 µM), for the others: top-dose activity change, negative = inhibition, usual class: inhibitors; P27695;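 also: potency is read from the fitted curve at half-maximal effect; plate controls were vehicle for no effect and reference inhibitor for full effect; nearly all actives have a fitted effect of over 55% in size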
Target sequence (P27695 whole entry, looked up): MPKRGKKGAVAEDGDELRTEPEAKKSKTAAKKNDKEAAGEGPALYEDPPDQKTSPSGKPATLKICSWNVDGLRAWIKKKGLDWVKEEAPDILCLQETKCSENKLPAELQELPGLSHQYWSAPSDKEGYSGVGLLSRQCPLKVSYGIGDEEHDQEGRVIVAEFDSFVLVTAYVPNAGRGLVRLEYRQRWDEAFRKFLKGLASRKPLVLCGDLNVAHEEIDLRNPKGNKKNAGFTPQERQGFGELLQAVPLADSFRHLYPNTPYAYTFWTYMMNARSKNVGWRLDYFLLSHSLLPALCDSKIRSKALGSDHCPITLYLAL
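Kinetic fluorescence read (525 ex/598 em nm, three reads 60 s apart) of AP-site incision; signal = third minus first read. Enzyme 0.75 nM, dual-labelled THF duplex 50 nM, compound preincubation 15 min RT.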
POLI inh: inhibitors of human DNA polymerase iota. Q9UNA4. Pol iota fluorescent replication assay, 10 min. Potency, µM (top dose mostly 115 µM), for the others: top-dose activity, negative = inhibition, actives largely listed as inhibitors. actives 1% (n = 390,000); also: potency is read from the fitted curve at half-maximal effect
Target sequence (Q9UNA4 whole entry, looked up): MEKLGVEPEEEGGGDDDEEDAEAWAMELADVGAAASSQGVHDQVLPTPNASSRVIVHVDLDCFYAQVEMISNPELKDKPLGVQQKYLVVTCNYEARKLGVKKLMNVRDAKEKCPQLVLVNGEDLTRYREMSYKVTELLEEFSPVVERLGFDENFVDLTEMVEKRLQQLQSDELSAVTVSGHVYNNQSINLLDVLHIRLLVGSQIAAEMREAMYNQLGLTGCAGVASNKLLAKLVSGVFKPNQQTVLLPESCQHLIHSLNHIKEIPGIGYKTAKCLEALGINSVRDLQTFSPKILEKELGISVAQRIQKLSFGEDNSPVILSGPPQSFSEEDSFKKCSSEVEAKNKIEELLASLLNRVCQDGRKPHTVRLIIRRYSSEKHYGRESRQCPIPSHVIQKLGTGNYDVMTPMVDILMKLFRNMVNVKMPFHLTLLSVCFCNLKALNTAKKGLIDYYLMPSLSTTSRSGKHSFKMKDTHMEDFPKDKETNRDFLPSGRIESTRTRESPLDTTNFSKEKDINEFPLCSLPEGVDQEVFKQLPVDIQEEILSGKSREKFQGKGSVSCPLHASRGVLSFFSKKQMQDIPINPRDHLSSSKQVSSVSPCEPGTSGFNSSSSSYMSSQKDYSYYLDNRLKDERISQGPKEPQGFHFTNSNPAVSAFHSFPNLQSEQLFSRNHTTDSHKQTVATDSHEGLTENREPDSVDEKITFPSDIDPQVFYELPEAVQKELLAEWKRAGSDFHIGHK
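Pol iota at 10 nM preincubated 15 min with compounds at room temperature; reaction started with fluorescent substrate, 50 nM final. Fluorescence read kinetically at 0 and 10 min; buffer-only wells as negative control.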
BLM helicase inh: inhibitors of human Bloom syndrome helicase BLM; P54132; recombinant BLM DNA unwinding, fluorescence dequenching; Potency, µM (series often up to 56.1 µM), inactives show at the highest dose activity change, negative = inhibition, hits mostly inhibitors; actives 0.2% (n = 350,000);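 also: potency is read from the fitted curve at half-maximal effect; plate controls were vehicle for no effect and no enzyme for full effect; nearly all actives have a fitted effect of over 35% in size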
POLH inh: inhibitors of human DNA polymerase eta | actives 1.2% (n = 390,000) | recombinant Pol eta, fluorescent DNA replication assay | AID 588591 | Potency, µM (titrated, usually from 114 µM), inactives show top-dose activity change, negative = inhibition, most hits filed as inhibitors | Q9Y253; also: potency is read from the fitted curve at half-maximal effect; % is scaled to controls: 0 for no effect and ±100 for the full control effect
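Fluorescent replication assay: 50 nM final substrate added after a 15 min room-temperature compound preincubation with 10 nM enzyme. Signal taken at 0 min and again at 10 min.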
POLK inh: DNA polymerase kappa (human) inhibition; purified Pol kappa, fluorescent DNA synthesis assay, 10 min; Potency, µM (highest dose often 107 µM), inactives show at the highest dose activity, negative = inhibition, most hits filed as inhibitors; actives 0.53% (n = 400,000); AID 588579; also: potency is read from the fitted curve at half-maximal effect; % is scaled to controls: 0 for no effect and ±100 for the full control effect
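Pol kappa 10 nM + cpd, 15 min RT; start w/ substrate 50 nM final; fluorescence kinetic read, 0 and 10 min. Neg ctrl: buffer, no enzyme.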
Anesthetic bind: binds horse apoferritin like a general anesthetic. P02791. apoferritin/1-aminoanthracene competitive binding, fluorescence. Potency, µM (top dose mostly 77.5 µM), for inactives: at the highest dose activity change, negative = displacement, usual class: inhibitors. actives 0.074% (n = 350,000). AID 485281; also: potency is read from the fitted curve at half-maximal effect; % is scaled to controls: 0 for no effect and ±100 for the full control effect; nearly all actives have a fitted effect of over 20% in size
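Concentration-response curves derived by four-parameter Hill fitting of normalized fluorescence, where compounds displaced 1-AMA from 10 uM horse apoferritin following a brief 10 min room-temperature incubation; propofol titration acted as positive control.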
POLB inh: inhibitors of human DNA polymerase beta. Pol beta primer extension/strand displacement, fluorescence kinetic. P06746. actives 1.3% (n = 340,000). Potency, µM (top dose mostly 114 µM), for the others: at the top dose activity change, negative = inhibition, most hits filed as inhibitors; also: potency is read from the fitted curve at half-maximal effect; % is scaled to controls: 0 for no effect and ±100 for the full control effect
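Curves were derived by four-parameter Hill fits of normalized qHTS data. The kinetic fluorescent primer-extension read was taken at 0 and 10 min after 50 nM substrate, following a 15 min room-temperature preincubation of 10 nM enzyme with compounds.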
Starred values were filed as active, the others as inactive; ? = inconclusive; · = no result given; & = joins results of further samples; [ ] = remark or other dose. Unless noted, calls follow the shape of the dose curve; as a rule, active = well fitted curve in the direction sought with a large enough effect; inconclusive = small, poorly fitted or top-dose-only effect, or another doubt; inactive = no such curve, though single readings can be large; an effect the other way counts as inactive or inconclusive. The list is partial. The share of hits here may be higher or lower than overall.

molecule	Glioma ERSR ind	LDHA inh	APE1 inh	POLI inh	BLM helicase inh	POLH inh	POLK inh	Anesthetic bind	POLB inh
COc1cc(C2NC(=O)NC(C)=C2C(=O)OC2CCCC(C)C2)ccc1O (configuration not stated)	0%	-1	12%	0%	-16%	-2%	6%	-7%	-1%
NC(=O)C1(Nc2ccc([N+](=O)[O-])cc2)CCCC1	-1%	-9	·	22%	·	-3%	2%	·	·
COc1cccc(CCC(=O)N2CCC(n3nccc3NC(=O)CC(C)C)CC2)c1	2%	-2	15%	5%	-2%	9%	11%	-5%	0%
COc1ccc(N2C3=C(CC4=C2CCCC4=O)C(=O)CCC3)cc1	4%	26	-1%	?	-11%	?	-45%	5%	19%
CC(C)NC(=O)N1CC[C@@]2(CCCN(S(=O)(=O)c3ccccc3)C2)C1	-2%	·	1%	·	4%	·	1%[60.1 µM]	·	·
O=c1cc(CN2CCOCC2)c2c(ccc3ccccc32)o1	-3%	-2	-1%	0%	3%	-5%	-15%	-11%	1%
COc1ccc(CC(=O)n2[nH]c(=O)c3ccccc3c2=O)cc1OC	-1%	-4	-3%	-4%	-7%	-14%	0%	7%	1%
CC1Cc2ccccc2N1C(=O)C1CCN(S(=O)(=O)c2cccs2)CC1 (configuration not stated)	-1%	0	-6%	12%	-5%	-7%	-3%	0%	2%
CCc1nnc(NS(=O)(=O)c2ccc(NC(=O)c3ccc(S(=O)(=O)N(CC)CC)cc3)cc2)s1	0%	-3	8%	-15%	-4%	-8%	-13%	-12%	2%
CC1CN(S(=O)(=O)c2cc(C(=O)N3CCCCC3C)ccc2Cl)CC(C)O1 (configuration not stated)	-3%	-2	-7%	9%	·	-4%	8%	·	·
CCn1nc(C)c(NC(=O)CCCSc2nc(-c3ccco3)cc(C(F)(F)F)n2)c1C	-2%	-1	-2%	-3%	-2%	-8%	-19%	-13%	2%
CCN(CC(=O)NCc1cccs1)c1ccc(S(=O)(=O)N2CCCC2)cn1	-6%	-16	1%	13%	-2%	-18%	-7%	-16%	0%
Cc1ccc2c(c1)NC(C(C)(C)C)CO2 (configuration not stated)	-3%	-2	-2%	15%	-2%	0%	-17%	?	0%
COc1cccc(-c2nc(CS(=O)(=O)CC(=O)Nc3cc(OC)ccc3OC)c(C)o2)c1	-2%	-3	35%	28%	-3%	-3%	-20%	-17%	-9%
C=CCn1c(SCC(=O)N(CC)c2c(N)n(Cc3ccccc3)c(=O)[nH]c2=O)nnc1-c1ccccc1OC	-3%	-4	·	7%	·	-17%	-11%	·	·
C=CCn1c(SCC(=O)c2c(N)n(CCC)c(=O)n(C)c2=O)nnc1-c1ccncc1	-5%	-11	2%	-10%	1%	-2%	-4%	-5%	3%
CN(C(=O)c1ccc(F)cc1)c1ccc(OCC(=O)Nc2ccccc2C(=O)O)cc1	1%	-5	-11%	7%	·	-11%	-1%	·	·
N#Cc1c(-c2ccccc2)ccn(Cc2ccc(Cl)cc2)c1=O	-1%	-1	-5%	15%	-5%	-17%	-5%	-22%	?
CCCCN(C)CCCNC(=O)c1cc(=O)[nH]c2ccc(S(=O)(=O)N3CCCCC3C)cc12 (configuration not stated)	0%	1	8%	30%	-3%	-17%	-3%	-16%	-1%
COc1ccc(NC(=O)c2cc3cc(OC)ccc3oc2=O)cc1	-1%	-1	·	-17%	·	-10%	17%	·	·
CCOc1ccc(OCCN2C(=O)NC(Cc3c[nH]c4ccccc34)C2=O)cc1 (configuration not stated)	-2%	-4	-3%	3%	-6%	-3%	-9%	-13%	2%
O=C(CN(Cc1ccccc1)S(=O)(=O)c1ccccc1)N/N=C/c1ccc([N+](=O)[O-])cc1	-2%	-1	7%	10%	-3%	-23%	-22%	5%	27%
COc1ccc2c(c1)C(C)CC(C)(C)N2C(=O)Nc1ccccc1 (configuration not stated)	2%	27	22%	124%[activator]	-1%	-13%	3%	-12%	-12%
COc1cc(C)ccc1OCC(=O)OCC(=O)NCC1CCCCC1	-3%	-6	16%	37%	·	-25%	1%	·	·
COc1ccc(N2CCN(C(=O)c3ccc(Cl)c(S(=O)(=O)N4CCOCC4)c3)CC2)cc1	-1%	2	·	-29%	·	-16%	-9%	·	·
O=C(c1sc2ccccc2c1Cl)N1CCN(c2ccccc2F)CC1	-5%	-4	0%	14%	-7%	-25%	-7%	-2%	-13%
COc1ccc(CCNC(=O)CSc2ccc3ccccc3c2)cc1OC	-4%	2	-4%	?	-1%	?	3%	-3%	-1%[57.1 µM]
O=C1C(Cl)=C(NCC2CCCO2)C(=O)N1C1CCCCC1 (configuration not stated)	-2%	-4	1%	11%	-5%	-11%	-6%	-19%	2%
C[C@H]1CCC[C@]2(O[C@H](CCO)C[C@@H](O)[C@@H]2O)O1	-1%	-2	·	1%	·	-2%	5%	·	·
Cc1cnc(CNc2cc(-c3ccc(C(=O)N(C)C)cc3)ncn2)cn1	-2%	·	3%	·	-3%	·	-4%[60.1 µM]	·	·
CCN(C(=O)CSc1nc2ccccc2nc1Cc1cccc(OC)c1)c1cccc(C)c1	-4%	3	·	-16%	-8%	-18%	-4%[60.1 µM]	38%[activator]	-26%
COc1cc(C(=O)N2CCN(CCc3ccncc3)CC2)cc(OC)c1OC	-2%	-4	·	-6%	1%	-8%	3%	-1%	-1%
Cc1cccc(N2CCN(C(=O)Cn3ncc4c3-c3ccccc3OC4)CC2)c1C	-3%	-3	·	13%	-9%	-24%	-5%	-2%	-10%
CC(C)(C)c1ccc(Cn2nnc3c(=O)[nH]c(C4CCCN(C(=O)c5cccs5)C4)nc32)cc1 (configuration not stated)	15%	6	26%	23%	-19%	-18%	-7%	?	-17%
COc1ccc(C(=S)N2CCCCC2)cc1Br	1%	0	-5%	66%[activator]	-5%	-3%	4%	?	-1%
CS(=O)(=O)N(Cc1ccccc1Cl)c1ccc(C(=O)NCc2ccccn2)cc1	-7%	0	5%	1%	0%	-17%	-5%	-8%	-7%
O=C(/C=C/c1cccnc1)c1ccc(O)cc1	-4%	-4	-3%	6%	1%	-13%	-21%	8%	16%
Cc1ccc(C(=O)c2c3ccc([N+](=O)[O-])cc3[n+]([O-])n2CCCC(N)=O)cc1	0%	6	-5%	22%	·	5%	-4%	·	·
Cc1ccc(-c2noc(-c3c(C)noc3C)n2)cc1	2%	-1	-1%	12%	-3%	0%	-11%	-6%	27%
CCOC(=O)c1c(C)n(C)c2ccc(O)c(CN3CCC(C)CC3)c12	-10%	13	-3%	1%	-6%	5%	-41%	3%	?
CC(=O)Nc1ccc(C(=O)N(C2=NC(C)CS2)c2ccc(Cl)cc2)cc1 (configuration not stated)	1%	-4	4%	29%	-5%	-20%	-7%	-21%	1%
CCN(CC)c1ccc2c(-c3ccc(S(=O)(=O)O)cc3S(=O)(=O)[O-])c3ccc(=[N+](CC)CC)cc-3oc2c1	-11%	-232*	27µM*	·	25µM*	·	?	27%	5µM*
CN(CC(=O)Nc1ccc(F)c(F)c1)S(=O)(=O)c1cccs1	-2%	-1	53%	56%[activator]	-4%	-11%	-3%	1%	?
COc1ccc2c(C)cc(SCC#N)nc2c1	-3%	0	-12%	12%	0%	-13%	-12%	?	2%
CCC(=O)Nc1ccc(C(=O)CSc2nc(N)cc(N)n2)cc1	-2%	0	6%	27%	-6%	-7%	-10%	-16%	-20%
O=S(=O)(c1cccc(C(F)(F)F)c1)c1ccc(O)cn1	-5%	3	·	-2%[58.9 µM]	·	-13%	-2%	·	·
CCc1ccc(Nc2nnc(SC(C)C(=O)NC3CC3)s2)cc1 (configuration not stated)	0%	-2	3%	36%[activator]	·	-5%	-6%	·	·
CC(=O)Nc1ccc(S(=O)(=O)C(C#N)c2nc3ccccc3nc2NCCO)cc1 (configuration not stated)	-4%	-1	0%	83%[activator]	-5%	15%	-10%	169%[activator]	23%
O=C(NCC(c1ccco1)N1CCN(c2ccc(F)cc2)CC1)c1cccs1 (configuration not stated)	-3%	-2	-8%	103%[activator]	·	-23%	-2%	·	·
O=C1c2ccccc2NC(c2ccc(-c3ccc(F)cc3)o2)N1O (configuration not stated)	8%	1	19%&0%	10%	·	-5%	7%	·	·
CSc1nnc(C)c(/C=C/NOCc2cccc(F)c2)n1	-3%	29	-3%	24%	-1%	-11%	-4%	-7%	8%
CCOc1ccc(-n2c(=O)[nH]cc(C(=O)N3CCc4ccccc43)c2=O)cc1	-1%	-4	1%	0%	1%	-13%	-4%	-11%	32%
O=C1CCC(c2ccccc2)=NN1Cc1c(F)cccc1Cl	-3%	-8	-2%	39%[activator]	-6%	-24%	4%	-12%	-27%
O=C(CCCOc1ccccc1)Nc1cccc(S(=O)(=O)N2CCOCC2)c1	-3%	1	34%	53%[activator]	·	-20%	-2%	·	·
CCN(CC)Cc1c(C(=O)N/N=C/c2ccc(OCc3ccccc3C)cc2)nnn1-c1nonc1N	0%	-3	-8%	7%	-10%	-16%	0%	-13%	-2%
CCOC(=O)c1cnc2nc(NCc3cccc(Br)c3)[nH]n2c1=O	-4%	-1	·	31%[activator]	0%	-12%	12%	-3%	7%
COc1ccc(CN(Cc2cc3cc4c(cc3[nH]c2=O)OCO4)C(=O)NC2CCCCC2)cc1	-4%	-7	?	5%	-5%	0%	-6%	40%[activator]	-2%
Cc1ccc(N(C)C(=O)c2cc(S(=O)(=O)N3CCCC3)cn2C)cc1	-3%	-6	12%	-61%	-1%	2%	0%	-5%	-20%
O=C(Nc1ccccc1)/C(=C/c1ccc(F)cc1)NC(=O)c1ccco1	-3%	-10	28%[12.4 µM]	38%[activator]	-8%	-24%	5%	-7%	-3%
